MEP2-GFP yeast: modulators of TOR pathway MEP2-GFP in S. cerevisiae. S. cerevisiae MEP2-GFP strain, flow cytometry GFP, 3 h; 100% = DMSO control level. hit rate 0.51% among 330,000. GFP response vs DMSO, % at 10 µM;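 active = GFP response versus DMSO above a set limit, roughly screen mean plus 3 SD, cut at about 180% in these data; inconclusive = fewer than 70 cells counted for a yeast strain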;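 note: median GFP fluorescence of the barcode-gated MEP2-GFP cells per well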
JMJD2C inh: blocks human GASC-1 demethylase activity. Q9H3R0. GST-JMJD2C(1-420) H3K9me3 demethylation, DELFIA europium. inhibition, % at 2.35 µM. hit rate 0.069% among 330,000. AID 2099;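 active = more than half of a compound's replicate wells show inhibition beyond 50%, single wells judged on their own value; inconclusive = some, but no more than half, of replicates pass 50% inhibition; inactive = no replicate passes 50% inhibition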;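 note: signal counts dimethyl H3K9 product captured on neutravidin plate; 0% = median of DMSO wells and 100% = 0.3 times that DMSO median; strong numbers were not always called active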
Target sequence (Q9H3R0 1-420 limits assumed): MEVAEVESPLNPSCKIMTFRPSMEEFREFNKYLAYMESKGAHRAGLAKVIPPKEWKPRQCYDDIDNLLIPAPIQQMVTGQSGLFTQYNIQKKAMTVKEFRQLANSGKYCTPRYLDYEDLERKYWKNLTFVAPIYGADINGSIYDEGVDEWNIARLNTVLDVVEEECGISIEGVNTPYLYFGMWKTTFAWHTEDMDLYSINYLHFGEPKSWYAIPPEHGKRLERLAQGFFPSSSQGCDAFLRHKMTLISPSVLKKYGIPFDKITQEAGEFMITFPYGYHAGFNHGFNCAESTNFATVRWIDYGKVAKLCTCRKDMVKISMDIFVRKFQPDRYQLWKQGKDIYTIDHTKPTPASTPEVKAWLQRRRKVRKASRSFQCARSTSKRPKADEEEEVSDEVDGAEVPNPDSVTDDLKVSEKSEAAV
proCasp3 act: activators of human procaspase-3; AID 463141; recombinant procaspase-3 D3A, Ac-DEVD-pNA absorbance 405 nm; activation, % at 8.5 µM; hit rate 0.11% among 330,000;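 active = activation above the mean of all tested compounds plus 3 SD, cut at about 21% in these data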;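 note: 0% = DMSO alone and 100% = DMSO wells spiked with extra 5 µM PC-3 D3A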
Target sequence (P42574 whole entry D9A/D28A/D175A): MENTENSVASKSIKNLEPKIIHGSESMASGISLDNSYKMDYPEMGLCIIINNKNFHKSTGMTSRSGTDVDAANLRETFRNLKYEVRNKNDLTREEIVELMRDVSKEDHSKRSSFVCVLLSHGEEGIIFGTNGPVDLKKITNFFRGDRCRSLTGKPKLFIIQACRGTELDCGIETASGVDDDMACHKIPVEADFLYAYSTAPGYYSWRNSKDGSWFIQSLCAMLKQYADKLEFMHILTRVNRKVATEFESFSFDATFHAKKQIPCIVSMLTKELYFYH
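Compound: 8.5 µM single point, 0.8% DMSO / Material: Autoprocessing-dead procaspase-3 D3A mutant enzyme / Timing: 1 h preincubation plus 2 h reaction at 25 °C / Medium: Zinc-free HEPES/NaCl buffer with 0.01% Triton X-100 at pH 7.4 / Technique: 405 nm absorbance of p-nitroaniline, reads at 0 and 120 min / Repeats: one well per compound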
procasp7 counter: activates human procaspase-7, counter-screen for procaspase-3 activators; AID 463210; P55210; hit rate 0.093% among 330,000; activation, % at 8.5 µM; recombinant procaspase-7, Ac-DEVD-pNA absorbance 405 nm; D23A/D198A/D206A triple mutant, cannot self-cleave; scale: DMSO 0, 5 µM enzyme 100;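 active = percent activation above the screen-wide mean plus 3 SD, cut at about 25% in these data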
Target sequence (P55210 whole entry D23A/D198A/D206A): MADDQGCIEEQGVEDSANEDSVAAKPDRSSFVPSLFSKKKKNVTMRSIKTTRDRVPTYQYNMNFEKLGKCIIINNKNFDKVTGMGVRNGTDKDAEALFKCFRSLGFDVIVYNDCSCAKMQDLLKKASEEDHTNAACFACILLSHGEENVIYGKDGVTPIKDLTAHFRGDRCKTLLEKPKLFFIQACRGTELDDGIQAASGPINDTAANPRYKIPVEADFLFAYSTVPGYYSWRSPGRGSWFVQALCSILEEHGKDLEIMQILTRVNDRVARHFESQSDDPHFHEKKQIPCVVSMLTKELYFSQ
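Replicates: singlicate. Assay system: Procaspase-7 triple mutant (PC-7 D3A). Signal: 405 nm absorbance of p-nitroaniline. Times: 1 h preincubation, 2 h reaction. Buffer or medium: Zinc-free HEPES pH 7.4 with 300 mM NaCl, 0.01% Triton X-100. Also added: DEVD-pNA substrate. Benchmarks: DMSO wells as 0%, DMSO with 5 µM added PC-7 as 100%.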
AHR activator: activates the human aryl hydrocarbon receptor; AID 2796; activation, % at 5 µM; hit rate 2.5% among 320,000; AHR-responsive luciferase reporter cells, luminescence; P35869; in the data active = activation above about 47%;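 note: 0% = vehicle wells and 100% = reference agonist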
Yeast superoxide: lowers age-related superoxide in aged yeast cells | S. cerevisiae aged cells, superoxide DHE fluorescence; hits give low values | superoxide response (% of plate mean), % at 10 µM | hit rate 0.18% among 330,000 | AID 2690;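 active = superoxide response under a set limit, about three screen SD below normal, cut at about 65% in these data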;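 note: yeast aged for seven days with compound at 30 °C before DHE staining; 100% = average MFI of all compound-treated wells on the plate with controls excluded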
LAP4 TOR yeast: yeast TOR pathway LAP4-GFP modulation; hit rate 0.34% among 320,000; S. cerevisiae LAP4-GFP multiplex, flow cytometry GFP, 3 h; median GFP as percent of DMSO wells; GFP response vs DMSO, % at 10 µM;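 active = GFP response vs DMSO above a set limit, about the screen mean plus 3 SD, cut at about 150% in these data; inconclusive = under 70 cell events counted for the yeast strain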
RPL19A-GFP yeast: modulators of TOR pathway RPL19A-GFP in S. cerevisiae | S. cerevisiae RPL19A-GFP strain, flow cytometry, 3 h; hits give low values | percent response vs DMSO, % at 10 µM | hit rate 0.3% among 330,000 | AID 2025;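 active = percent response vs DMSO below 50%; inconclusive = fewer than 70 events counted for the yeast strain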;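 note: median channel GFP fluorescence of the barcoded RPL19A-GFP strain; ratio of sample median GFP to plate DMSO average so 100% = DMSO; lower means less RPL19A-GFP as with rapamycin TOR inhibition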
* = called active by the depositor; ? = inconclusive; / = no result given; [ ] = another dose, or the depositor's remark.

SMILES	MEP2-GFP yeast	JMJD2C inh	proCasp3 act	procasp7 counter	AHR activator	Yeast superoxide	LAP4 TOR yeast	RPL19A-GFP yeast
CCC(C)(C(=O)NC1CCCC1)N(C(=O)CNC(C)=O)c1ccc(C)cc1 (stereo not given)	100	2	2	-5	0	101	95	97
CN(C(=O)c1ccc(OC2CCN(Cc3ccccn3)CC2)cc1)C1CCCCC1	98	0	-3	3	2	103	104	99
COc1ccc(OCC(=O)NCCNC(=O)c2ccncc2)cc1	106	-31	-11	3	0	101	94	98
COc1cc(C(=O)NCc2nnc(SCC(=O)c3ccc(Cl)cc3)o2)cc(OC)c1OC	104	2	2	8	0	113	96	104
O=C(NCC(=O)N(CC1CCCO1)C(C(=O)NC1CCCCC1)c1ccccc1)c1ccco1 (stereo not given)	96	-4	2	-5	5	97	92	95
O=C(C1CCN(S(=O)(=O)c2ccccc2F)CC1)N1CCc2ccccc2C1	100	-6	11	-1	-4	107	114	101
O=C(Nc1scc(-c2ccc(Br)cc2)c1C(=O)O)c1ccccc1F	88	4	1	-1	-6	92	93	100
CC(=O)Nc1ccc(S(=O)(=O)N2CCN(CC(=O)NC3CCCC3)CC2)cc1	103	-7	-1	7	-3	98	/	92
CCCC(C)NC(=O)Cc1ccccc1 (stereo not given)	97	0	8	11	-1	95	92	98
CCOc1ccc(CNc2ccc(CNc3ncn[nH]3)cc2)cc1	100	11	-3	1	1	107	97	106
O=S(=O)(Nc1ccccc1)c1ccc(-c2csnn2)cc1	98	-7	-2	7	1	108	/	100
O=C(CSc1nc2ccccc2s1)NC1CCS(=O)(=O)C1 (stereo not given)	100	6	-11	-10	19	118	91	93
O=C(NCCc1csc(-c2cccnc2)n1)c1cccc2ccccc12	101	-8	-3	-9	57*	79	103	93
CC(=O)c1ccc(N2CCN(C(=S)Nc3cccc(Cl)c3)CC2)cc1	97	-7	-7	-3	-2	101	100	108
CCOC(=O)c1c(C)oc2ccc(OC(=O)COc3c(F)c(F)c(F)c(F)c3F)cc12	103	1	11	7	0	124	92	106
O=C(CSCc1nc2ccccc2[nH]1)N1CCN(c2ccc(F)cc2)CC1	103	0	-2	1	20	94	101	100
COc1ccc(N2C(C(C)=O)=NN(c3ccccc3)C2c2cccs2)cc1 (stereo not given)	100	4	-22	-25	8	85	95	101
CCc1cccc2c(C(=O)CN3C(=O)NC4(CCCCC4)C3=O)c[nH]c12	109	-1	-3	-2	5	93	90	102
CNC(=S)N1CCn2cccc2C1c1ccc(F)cc1 (stereo not given)	100	1	8	1	0	102	93	102
COc1ccc(-n2ccn3c(CCC(=O)N4CCN(c5cccc(C)c5C)CC4)nnc3c2=O)cc1	116	3	0	-8	0	121	94	98
CCCN1CC(=O)N2C(c3cccc(OC)c3OC)c3[nH]c4ccccc4c3C[C@H]2C1=O (stereo not given in full)	110	1	6	-1	3	94	97	106
COc1ccccc1NC(=O)CCc1nnc2ccc(NCc3ccco3)nn12	111	-3	-7	-1	15	84	117	102
COc1ccccc1OCC(=O)Nc1nc2c(s1)CCCC2	119	-15	0	-7	11	96	82	108
O=C(Nc1ccc(F)cc1)N1CCCCCC1	90	2	6	-1	3	98	84	99

4 of the compounds above, with bars between the fields.
compound | MEP2-GFP yeast | JMJD2C inh | proCasp3 act | procasp7 counter | AHR activator | Yeast superoxide | LAP4 TOR yeast | RPL19A-GFP yeast
COc1ccc(-n2ccn3c(CCC(=O)N4CCN(c5cccc(C)c5C)CC4)nnc3c2=O)cc1 | 116 | 3 | 0 | -8 | 0 | 121 | 94 | 98
CCCN1CC(=O)N2C(c3cccc(OC)c3OC)c3[nH]c4ccccc4c3C[C@H]2C1=O (stereo not given in full) | 110 | 1 | 6 | -1 | 3 | 94 | 97 | 106
COc1ccccc1NC(=O)CCc1nnc2ccc(NCc3ccco3)nn12 | 111 | -3 | -7 | -1 | 15 | 84 | 117 | 102
COc1ccccc1OCC(=O)Nc1nc2c(s1)CCCC2 | 119 | -15 | 0 | -7 | 11 | 96 | 82 | 108

Following part:
SMILES	MEP2-GFP yeast	JMJD2C inh	proCasp3 act	procasp7 counter	AHR activator	Yeast superoxide	LAP4 TOR yeast	RPL19A-GFP yeast
C[C@@H]1CN([C@@H](C)CO)C(=O)Cc2cc(NC(=O)Nc3cccc4ccccc34)ccc2O[C@@H]1CN(C)S(C)(=O)=O	/	-10	7	1	5	94	/	/
COC(=O)c1ccc(S(=O)(=O)N2CCC(C(N)=O)CC2)n1C	94	6	-10	4	-3	115	107	91
O=C(Cn1cnc2ccccc2c1=O)NCC1COc2ccccc2O1 (stereo not given)	108	-2	4	-2	0	94	102	94
C#CCn1c(C)cc(C)c(S(=O)(=O)c2ccccc2)c1=O	101	3	5	16	4	88	87	102
Cc1cc(C(=O)Nc2cccc3ncccc23)no1	104	9	-4	2	3	100	95	99
O=C(NCc1ccc(F)cc1)c1cc(-c2ccco2)on1	104	8	-7	-9	-2	87	110	98
COc1ccc(-n2nc(C(=O)NCC(=O)NCC3COc4ccccc4O3)c3ccccc3c2=O)c(OC)c1 (stereo not given)	90	6	4	-1	1	105	86	90
CCOC(=O)NC(NCC(O)c1ccccc1)(C(F)(F)F)C(F)(F)F (stereo not given)	100	4	0	9	-1	96	105	101
COc1ccc(/C=N/NC(=O)c2nc(-c3ccccc3)cc(-c3ccccc3)n2)cc1	106	2	8	4	20	97	118	94
Cn1c2ccccc2c2n[nH]c(=S)nc21	102	0	-1	11	75*	106	91	102
CCn1c(CNc2cccc(Cl)c2)nnc1SCc1ccccc1	102	2	7	1	-1	100	102	101
O=c1cc(Cl)[nH]n(-c2ccccc2)c1=O	101	0	7	4	-1	106	97	103
CC1CCCCN1C(=O)Cn1c(=O)n(-c2ccc(F)cc2)c(=O)c2sccc21 (stereo not given)	99	-8	6	6	0	101	97	95
COc1ccc(-c2nnnn2C)cc1S(=O)(=O)NCCc1ccccc1	101	-15	-5	5	0	107	97	94
CCC(C)(C)NC(=O)C(c1ccc(OC)cc1)N(C(=O)CCC(=O)Nc1cc(C)on1)c1cccc(OC)c1 (stereo not given)	100	-4	-5	-7	-1	103	95	97
CC1(C(=O)NC(=S)NNC(=O)c2ccncc2)CCCCC1	543*[may fluoresce green]	0	-14	-21	6	102	160*[may fluoresce green]	74[may fluoresce green]
Cc1ccc(S(=O)(=O)NCCOc2nc(N(C)C)nc(N(C)C)n2)cc1	103	-6	-2	8	9	120	102	102
Cc1c(OC(C)C(=O)NCC(O)c2ccccc2)ccc2c3c(c(=O)oc12)CCCC3 (stereo not given)	105	-3	-4	-7	2	103	99	102
CCCCCC(=O)NNC(=S)NC(=O)c1ccc([N+](=O)[O-])cc1	105	28	2	-17	1	124	142	108
COC(=O)c1ccc2c(=O)n(CCN3CCOCC3)c(SCC(=O)NCc3ccccc3)nc2c1	113	1	-4	-4	0	102	106	101
COc1ccc(CCC(=O)N2CCCC(Nc3ccccc3)C2)cc1OC (stereo not given)	94	7	2	-1	4	96	100	96
C[C@H](CO)N1C[C@H](C)[C@@H](CN(C)S(=O)(=O)c2ccccc2)Oc2ccc(NC(=O)Nc3ccc(C(F)(F)F)cc3)cc2C1=O	90	5	2	-6	0	108	85	88
COc1cccc(C(=O)NNC(=O)CCN2CCN(c3ccccc3)CC2)c1	105	3	7	-4	1	102	98	100
CC(C)(C)NCC(O)COc1cccc2c1CCC(=O)N2 (stereo not given)	90	/	1	-7	-3	100	105	94
COc1ccc(OC(=O)c2cc(S(=O)(=O)N3CCCC3)ccc2Cl)cc1	111	-1	0	-6	-3	98	111	109
CC(C)[C@H](NC(=O)c1ccccc1F)C(=O)OCC(=O)Nc1sccc1C(N)=O	106	-3	1	3	2	94	98	101
CCc1ccc(C(=O)NNC(=O)CCN2CCN(Cc3ccccc3)CC2)cc1	96	-5	-3	6	-3	93	89	105
CC(=O)Nc1c(-c2ccc3ccccc3c2)nc2ccccn12	105	8	-1	2	51*	86	119	98
CN(C)c1ccc(NC(=O)CN2CCN(CC(=O)Nc3ccc(F)cc3)CC2)cc1	99	-12	-2	11	3	98	97	100
COC(=O)Nc1nnc(/C=C/c2ccc(OC)cc2)s1	102	2	-2	-5	55*	119	98	98
CCOC(=O)c1c(S(=O)(=O)NCc2ccco2)c(C)n(C)c1C	92	7	2	8	2	89	92	95
CN(CC(=O)Nc1ccccc1Cl)C(=O)CN1C(=O)NC(c2ccccc2)(c2ccccc2)C1=O	93	2	6	7	-1	83	96	96
Cc1ccc(OCCSc2nc3ccccc3n2CC(=O)O)c(C(C)C)c1	100	-9	8	3	0	105	99	101
O=S(=O)(c1ccccc1)N1CCN(C/C=C/c2ccccc2)CC1	115	2	13	7	1	99	93	106
CCn1nnnc1-c1ccc(OC)c(S(=O)(=O)Nc2ccc(OC)cc2)c1	104	5	-3	12	11	113	106	102
CCCc1ccccc1OCCNS(=O)(=O)c1cc2c(cc1C)OCC(=O)N2	103	2	5	11	5	104	98	103
Cc1c(C(=O)OCC(=O)N2CC(=O)Nc3ccccc32)oc2ccccc12	104	14	-1	5	8	108	103	104
Fc1ccc(-c2onc3ccc(C4OCCO4)cc23)cc1	101	6	4	6	13	106	104	107
S=C(NCc1ccc2c(c1)OCO2)NCc1ccco1	94	7	9	9	3	125	90	98
CCn1c(SCC(=O)Nc2cc(C)c(Cl)cc2OC)nnc1-c1ccco1	103	?	-1	-9	3	98	113	100
CCOc1[nH]n(-c2ccccc2)c(=O)c1C=Nc1ccc(Cl)cc1	91	6	8	14	21	104	103	96
COc1ccc(N2CCN(C(CNC(=O)c3ccco3)c3cccnc3)CC2)cc1 (stereo not given)	107	8	-4	12	-2	98	101	98
O=C(Cc1nnc(NC(=O)c2ccccc2)s1)N/N=C/c1ccc(O)cc1	116	-5	0	-6	16	104	99	107
O=C(Nc1ccccc1C(=O)NCc1ccccc1)c1ccccc1	110	7	1	-2	3	108	108	104
CC1(C)O[C@@H]2[C@H](O1)[C@@H](CO)O[C@H]2n1cnc2c(N)ncnc21	97	1	1	3	0	98	99	98
CCCSc1cc(=O)n(-c2ccc(F)cc2)nc1C(=O)OCC	89	-11	-1	8	1	100	91	85
O=C(C(Sc1ccccc1)c1ccccc1)N1CCN(c2ccccc2F)CC1 (stereo not given)	90	-14	5	7	5	90	90	92
Cc1csc2nc3cc(C(N)=O)ccc3c(=O)n12	99	3	1	5	2	70	121	100
CCOC(=O)C1(Cc2cccc(Cl)c2)CCCN(C(=O)CN2C(=O)CSC2=O)C1 (stereo not given)	94	-11	-4	-13	6	99	77	101
CCCCNC(=O)c1onc(CSc2cccc(OC)c2)c1C(=O)NCCCC	99	-8	3	-1	-2	97	114	102
N#Cc1cnc(SCCc2ccccc2)nc1N	96	-1	2	2	8	105	116	95
COC(=O)CCCC1=CC2=CC(=O)C(C)(OC(=O)c3cccs3)C(=O)C2=CN1C1CCCCC1 (stereo not given)	96	3	5	-3	1	104	107	96
CN(C(=O)COC(=O)c1cc(S(=O)(=O)N(C)C)ccc1Cl)C1CCS(=O)(=O)C1 (stereo not given)	105	-25	18	0	2	103	114	101
